SENP8 block-1: SENP8 (human) protease inhibition; inhibition, % at 20 µM; 0.64% of 360,000 active; Q96LD8; AID 602440; recombinant SENP8, Nedd8 substrate fluorescence; in the data active = inhibition mostly above about 40%, no sharp cut-off; inactive = mostly below about 27%
MIN6 prolif: induces beta-cell replication in MIN6 cells; MIN6 cells proliferation, ATPlite luminescence, 48 h; cells starved in 0.2% serum; 100% = growth in 10% serum; 0.29% of 330,000 active; AID 2380; proliferation, % at 10 µM;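 active = compounds whose signal lies at least 3.5 SD above the mean of all wells on their plate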;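 note: 0% = DMSO-treated cells in low-serum medium and 100% = 10% serum control; some compounds called inactive have numbers as strong as hits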
SENP1 FRET inh: blocks the human SENP1 SUMO protease catalytic domain. Q9P0U3. 0.21% of 360,000 active. recombinant SENP1 catalytic domain, CyPet-SUMO1-YPet FRET cleavage. inhibition, % at 10 µM;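 active = inhibition at least 30% at 10 µM, raw YFP signal under a set limit, fluorescence ratio 0.5 to 1.5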;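 note: 0% = enzyme with DMSO and 100% = no enzyme wells; some results filed as inactive read as strong as hits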
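Material – human SENP1 catalytic domain · Input – SENP1 enzyme, 20 pM final · Compound dosing – single concentration of 10 µM compound, 0.5% DMSO final · Timing – enzyme reaction for 50 min at room temperature, dark · Measured by – FRET fluorescence in CFP and YFP emission channels · Control set – no-enzyme wells low, DMSO-plus-enzyme wells high control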
SENP8 block-2: inhibitors of human SENP8 protease | Q96LD8 | AID 2540 | 1.2% of 330,000 active | purified SENP8, Z-RLRGG-aminoluciferin cleavage, luminescence | inhibition, % at 10 µM; in the data active = inhibition above about 50%
HKDC1 inh: inhibitors of human hexokinase HKDC1. recombinant HKDC1, G6PDH/diaphorase resazurin coupled fluorescence. Q2TB90. 0.16% of 340,000 active. inhibition, % at 20 µM;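 active = inhibition above about 35% when tested at 20 µM, limit read from the data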;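 note: plate controls were DMSO wells with enzyme for no effect and DMSO wells lacking enzyme for full effect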
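Assay system: recombinant HKDC1 hexokinase; detection: coupled resazurin fluorescence, excitation 525 nm, emission 613 nm; benchmarks: DMSO-plus-enzyme-mix negative control, buffer-substituted positive control; compound dosing: single 20 µM dose; schedule: 90 min at room temperature in dark; also added: glucose plus 1 mM ATP as hexokinase substrates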
UBC13 inh: inhibitors of human UBC13 polyubiquitin chain formation | AID 485273 | 0.47% of 330,000 active | P61088 | TR-FRET | inhibition, % at 20 µM; in the data active = inhibition above about 45%, passing the limit was not always enough
PfG6PD inh: PfG6PD (Plasmodium falciparum) enzyme inhibition; PfGluPho enzyme, NADPH resazurin-diaphorase fluorescence; AID 504690; inhibition, % at 20 µM; 0.78% of 350,000 active;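 active = inhibition reaching at least a set limit at 20 µM in the primary screen, cut at about 59% in these data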;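 note: 0% = DMSO wells with substrate and 100% = DMSO wells lacking glucose-6-phosphate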
SENP7 block: blocks the human protease SENP7; Q9BQF6; recombinant SENP7, Z-RLRGG-aminoluciferin luminescence, 40 min; inhibition, % at 5 µM; 1.5% of 330,000 active; AID 434973;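 active = inhibition above about 50% at the single test dose, limit read from the data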;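 note: plate controls were DMSO with enzyme for no effect and no enzyme buffer wells for full effect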
Target sequence (Q9BQF6 706-1050 limits assumed): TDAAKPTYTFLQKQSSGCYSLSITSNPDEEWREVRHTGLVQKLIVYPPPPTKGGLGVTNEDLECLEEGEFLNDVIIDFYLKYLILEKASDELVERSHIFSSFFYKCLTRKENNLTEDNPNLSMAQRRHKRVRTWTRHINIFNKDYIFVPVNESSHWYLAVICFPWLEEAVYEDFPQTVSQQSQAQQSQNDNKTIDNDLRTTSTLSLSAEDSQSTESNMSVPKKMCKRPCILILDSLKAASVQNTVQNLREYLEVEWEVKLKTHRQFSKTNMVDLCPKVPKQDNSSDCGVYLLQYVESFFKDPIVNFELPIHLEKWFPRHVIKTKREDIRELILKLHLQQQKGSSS
SENP6 block: inhibitors of human SENP6 protease; Q9GZR1; Recombinant SENP6 catalytic domain, aminoluciferin luminescence; inhibition, % at 10 µM; 1.8% of 330,000 active;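 active = inhibition above about 50% at the single tested dose, limit read from the data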;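 note: plate controls were DMSO wells with enzyme for no effect and DMSO wells lacking enzyme for full effect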
Target sequence (Q9GZR1 628-1112 limits assumed): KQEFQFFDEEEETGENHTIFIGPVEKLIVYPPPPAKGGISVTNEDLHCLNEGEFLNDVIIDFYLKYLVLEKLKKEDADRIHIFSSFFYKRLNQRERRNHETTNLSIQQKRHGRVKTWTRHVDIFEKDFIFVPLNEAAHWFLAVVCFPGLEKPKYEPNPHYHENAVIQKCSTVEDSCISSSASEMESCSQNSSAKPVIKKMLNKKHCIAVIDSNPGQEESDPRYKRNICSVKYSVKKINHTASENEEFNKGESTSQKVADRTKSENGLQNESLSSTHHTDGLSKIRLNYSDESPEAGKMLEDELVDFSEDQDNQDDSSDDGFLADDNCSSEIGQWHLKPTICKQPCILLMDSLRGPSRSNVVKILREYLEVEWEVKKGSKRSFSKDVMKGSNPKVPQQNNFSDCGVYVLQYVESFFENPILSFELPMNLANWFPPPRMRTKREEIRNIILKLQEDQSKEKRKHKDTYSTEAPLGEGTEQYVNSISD
* = called active by the depositor; / = not tested or not shown. An unsorted share of the library. About 4% of those tested had a hit in this group.

SMILES,SENP8 block-1,MIN6 prolif,SENP1 FRET inh,SENP8 block-2,HKDC1 inh,UBC13 inh,PfG6PD inh,SENP7 block,SENP6 block
CN1CCN(S(=O)(=O)c2ccc(-c3ccccc3)cc2)CC1,2,-1,0,-6,4,3,-23,10,-6
O=C(N[C@@H](Cc1ccccc1)C(=O)NC1CC1)c1ccc(Cl)cc1,10,-3,3,-3,-6,3,-3,-12,-29
COc1ccc(-c2nnc(C3CCN(S(=O)(=O)c4ccccc4)CC3)o2)cc1,19,-3,2,-14,-4,8,37,-6,-10
COc1ccccc1N(C(=O)c1ccco1)C(C(=O)NC1CCCC1)c1ccc(N2CCOCC2)cc1 (stereo not given),18,-2,0,8,-6,1,2,-6,-19
COc1ccccc1NS(=O)(=O)c1cccc(C(=O)N/N=C(/C)c2ccc(-n3ccnc3)cc2)c1,8,/,0,/,7,/,2,/,/
COc1ccc(-n2cc(CN(C)CCO)c(-c3cccc(F)c3)n2)cc1,-36,0,-7,-1,-8,12,13,0,2
COc1cc(NC(=O)Nc2ccc(C)cc2)cc([N+](=O)[O-])c1,6,0,0,3,-8,8,3,7,-1
N=C1C(=O)OCC1c1ccccc1NC(=O)c1ccccc1 (stereo not given),-13,0,-24,-6,15,0,-7,-7,-19
O=C(NCCC1=CCCCC1)C1CCN(S(=O)(=O)c2cccs2)CC1,6,-4,-2,-10,14,-12,-13,-13,-13
NC(=S)Nc1ccc(Oc2ccc(NC(N)=S)cc2)cc1,8,-3,2,-1,-5,4,-8,-11,-18
O=C(COc1ccccc1[N+](=O)[O-])N/N=C/C=C/c1ccco1,16,-5,3,0,-4,-10,22,5,1
O=C/C(=C\Nc1ccc(S(=O)(=O)CCO)cc1)c1nc2cc(Cl)ccc2o1,-46,-3,-20,0,13,-9,4,3,7
Cc1ccc(NC(=O)N2CCCC2C(=O)Nc2ccc3c(c2)OCO3)cc1 (stereo not given),-5,-1,-6,1,-5,5,15,-2,-10
Cc1ccc(NS(=O)(=O)c2cc(N)ccc2Cl)c(C)c1,23,-1,0,1,-12,-2,43,1,-15
Cc1ccc(N(C)S(=O)(=O)c2cccc(C(=O)NNC(=O)c3ccncc3)c2)cc1,4,-2,3,-6,-4,-7,-15,-7,-6
O=C(Nn1cnnc1)c1cc2cc(Br)ccc2oc1=O,15,3,-1,8,9,-2,-9,-1,5
Cc1nc(SCC(=O)NCC2CCCO2)c2oc3ccccc3c2n1 (stereo not given),3,-1,1,-5,-8,-14,-7,-5,-15
CN(C)/C=N/c1nc2nccc(-c3cccnc3)n2n1,-399,0,-3,-10,-9,11,-9,-3,-5
O=C(CN1C(=O)S/C(=C\c2ccccc2F)C1=O)Nc1ccccc1O,11,-1,6,5,6,7,-4,-1,17
Cc1ccc(O)c(O)c1,/,-6,/,3,/,7,/,-1,-2
CC1=C(C)CC(C(=O)NCc2ccc3c(c2)OCO3)C(C(=O)O)C1 (stereo not given),12,-1,1,7,-7,2,-6,6,-2
CC(=O)C1=C(N2CCCCC2)CCC1=O,17,0,1,-9,-5,-1,-16,-13,-18
Cc1ccc(CN2CCN(C(=O)C3CCCO3)CC2)cc1 (stereo not given),9,1,-2,3,-9,-8,-4,-1,2
CC(=O)NC(c1ccco1)c1cc(Cl)c2ccc(Cl)nc2c1O (stereo not given),-10,-4,-55,8,4,-9,-4,5,45
OCCN(CCO)c1ccc(C(c2ccc(Cl)cc2)c2ccc(N(CCO)CCO)cc2Cl)c(Cl)c1,-291,-4,-2,-8,-4,-20,3,-7,-24
CCOC(=O)[C@@H]1[C@H]2COc3ccc(Br)cc3[C@@H]2N2C(=O)N(c3ccc(C(F)(F)F)cc3)C(=O)[C@]12C,20,-4,1,-5,1,-16,12,-6,0
COc1ccc(-c2nc(CS(=O)CC(=O)N3CCc4ccccc4C3)c(C)o2)cc1 (stereo not given),-1,-1,-16,1,1,-1,12,1,-3
CCOCCCNC(=O)c1cccc(OC2CCN(S(C)(=O)=O)CC2)c1,15,1,-1,2,2,0,-8,-2,-15
COc1ccc(-n2c(CCc3ccccc3)n[nH]c2=S)cc1,6,6,3,-5,-9,9,43,-4,-11
CCC(CO)Nc1ncc([N+](=O)[O-])cc1C#N (stereo not given),15,-3,-2,-11,-7,-17,-8,-6,-26
Cc1nnc(N=c2ssnc2Cl)o1,38,-7,0,-4,-88,-22,116*,-9,-4
O=C(CCNS(=O)(=O)c1ccc(Br)s1)NC1CCCC1,24,-5,2,-7,-1,5,-6,3,4
COc1ccc(C)cc1NC(=O)CN(c1ccccc1)S(C)(=O)=O,8,-2,1,-7,-3,-2,-9,-7,8
Oc1cccc(/C=N/N2CCN(C3c4ccccc4-c4ccccc43)CC2)c1,12,-5,1,-8,-2,4,-7,-3,-20
Nc1ccc(S(=O)(=O)Nc2nc(-c3ccccc3)cc(-c3ccccc3)n2)cc1,-1,1,3,-6,-1,-10,-41,1,-4
CCOc1ccc(S(=O)(=O)N(CC)CC(=O)N2CCCC2)cc1C,9,0,1,-7,2,-7,-20,0,1
CC(=O)Nc1ccc(S(=O)(=O)NCCCN2CCN(Cc3ccccc3)CC2)cc1Cl,19,-2,-1,7,0,3,0,1,-1
CCOC(=O)C(Sc1nnc(-c2ccncc2)o1)C(C)=O (stereo not given),9,3,1,0,-2,-3,-6,0,6
COc1cccc(-n2nnc3c(=O)n(CC(=O)NCC4CCCO4)cnc32)c1 (stereo not given),13,2,0,-5,-4,3,6,8,-29
Cc1cccc(CNc2ncnc3ccc(-c4ccoc4)cc23)c1,-485,-7,0,5,-1,2,-10,4,-3
COc1ccccc1C(=O)C1CCCN(Cc2ccc(Oc3ncccn3)cc2)C1 (stereo not given),11,-2,1,-4,-7,-10,2,4,-7
Cc1cccc(NC(=O)CCS(=O)(=O)c2ccc3c(c2)NC(=O)CS3)n1,-11,-3,3,-3,-6,2,10,-5,6
COc1ccc(NC2CCCN(C(=O)CN3CCOC3=O)C2)cc1OC (stereo not given),15,-2,-4,10,10,-16,33,4,18
COC(=O)C1CCCN1C(=O)c1cccs1 (stereo not given),18,0,2,-6,0,0,12,13,-10
CCOC(=O)[C@@H]1[C@H]2COc3ccccc3[C@H]2N2C(=O)N(c3cccc(C)c3)C(=O)[C@]12C,12,-3,3,-10,-1,-10,-7,-7,-9
COc1ccc(-c2cc(C(=O)NN3CCOCC3)c3ccccc3n2)cc1OC,-353,-5,0,0,-4,-6,-3,-1,6
CC(/C=N/Nc1nncc(=O)[nH]1)=C\c1ccccc1,18,0,0,1,0,-2,-5,4,-2
Cc1cccc(-n2ncc3c(NNC(=O)c4ccco4)ncnc32)c1,-9,-2,-3,-13,-4,-6,25,9,1

Exported with values under each structure: entries from further up
Results follow in this order: SENP8 block-1 | MIN6 prolif | SENP1 FRET inh | SENP8 block-2 | HKDC1 inh | UBC13 inh | PfG6PD inh | SENP7 block | SENP6 block
- COC(=O)C1CCCN1C(=O)c1cccs1 (stereo not given)
→ 18 | 0 | 2 | -6 | 0 | 0 | 12 | 13 | -10
- Cc1cccc(NC(=O)CCS(=O)(=O)c2ccc3c(c2)NC(=O)CS3)n1
→ -11 | -3 | 3 | -3 | -6 | 2 | 10 | -5 | 6

Further entries follow:
SMILES,SENP8 block-1,MIN6 prolif,SENP1 FRET inh,SENP8 block-2,HKDC1 inh,UBC13 inh,PfG6PD inh,SENP7 block,SENP6 block
CCOc1ccc(NC(=O)CN(C)C(=O)c2ccccc2SCc2c(C)noc2C)cc1OCC,9,1,1,-2,-6,4,-4,5,-4
O=c1[nH]cnc2c1ncn2Cc1ccc([N+](=O)[O-])cc1,11,-3,3,4,4,-4,-5,3,4
O=c1oc2ccccc2c(Nc2cccc(O)c2)c1[N+](=O)[O-],9,-1,2,0,5,-4,10,0,-5
Cc1ccc(C)c(SCC(=O)N(C)C2CCS(=O)(=O)C2)c1 (stereo not given),13,2,-1,5,-5,3,5,0,8
O=C(CCCc1ccccc1)Nc1nncs1,32,-3,3,-3,4,0,-6,8,-8
Nc1nc(N)c2nc(-c3ccccc3)c(N)nc2n1,-378,-6,-202,-6,-3,6,0,12,-16
O=S(=O)(c1ccc(-c2ccon2)s1)N1CCCC1,19,-2,-1,1,-1,1,12,-10,-35
CC(Oc1ccccc1)C(=O)Nc1nnc(C2CCCCC2)s1 (stereo not given),7,-2,1,8,18,-6,-36,6,3
O=C(Nc1ccc(Cl)cc1)C1C2CCCCC21 (stereo not given),11,-3,0,-8,4,-4,21,-16,-24
O=C(c1ccc(S(=O)(=O)N2CCCCCC2)cc1)N1CCN(c2ccccc2F)CC1,-1,0,2,4,-3,-1,12,1,0
O=C(Nc1ccc(F)cc1)c1nc[nH]c1C(=O)Nc1ccc([N+](=O)[O-])cc1,23,-2,2,-4,14,-13,-3,3,-8
COc1cccc(NC(=O)N2CCCC2C(=O)NC23CC4CC(CC(C4)C2)C3)c1 (stereo not given),9,-1,0,-4,-7,4,10,7,8
CCCN1CCN(CCCNC(=O)c2cc3c(=O)[nH]c4ccc(C)cc4c3s2)CC1,-358,-5,0,-1,22,18,24,5,2
Cn1c(C(=O)NCc2cccs2)cc2oc3ccccc3c21,-35,-2,0,0,-2,5,7,-3,3
Cc1nnc(NC(=O)C(C)Sc2nnc(-c3ccco3)n2C(C)C)s1 (stereo not given),7,-1,-3,2,0,4,-11,2,-3
O=c1cc(-c2ccccc2)oc2cc(O)c(O)c(O)c12,0,-6,-4,10,9,0,102*,-3,6
